Salmonella PhoP GFP: PhoP-dependent GFP reporter repression – Salmonella Typhimurium, primary screen (AID 1863) | S. Typhimurium PhoP-regulated promoter GFP reporter, 4 h; higher % means a stronger effect | inhibition, % at 50 µM; hits with a dose series show IC50 in µM | actives 0.16% (n = 300,000);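 active means inhibition over 29.93%, a cutoff 3 SD above the screen mean, later confirmed by dose response; inconclusive means inhibition over 29.93% but no dose response follow-up; inactive means inhibition at most 29.93% or unconfirmed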;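 further: 0% = low Mg2+ inducing control and 100% = high Mg2+ repressing control; strong numbers were not always called active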
T cell modulator: T cell immune modulators affecting CD8 T cell-vesicle binding | 2C CD8+ T cell-vesicle binding, flow cytometry; hits give low values | calls only at 7 µM | actives 0.068% (n = 330,000) | AID 2052;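 active means response, share of CD8 T cells binding vesicles, and their 90th percentile fluorescence all below set limits, cut at about 80% in these data, passing the limit was not always enough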
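Assay system – 2C mouse CD8+ T cells · Also added – QL9-loaded Drosophila micro-vesicles · Timing – Cell–vesicle co-incubation 1.5 h at 37 °C, staining 20 min on ice · Signal – flow cytometry of vesicle-bound cells · Measure – percent CD8+ FL2 mean versus row control · Controls – Peptide-free naked vesicles (low) and QL9 vesicles with 0.7% DMSO vehicle (high)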
SV40 large T antigen: TAg ATPase/helicase activity blockers – biochemical (AID 1903); one-dose inhibition, % at 20 µM; IC50 in µM for titrated hits; actives 0.39% (n = 310,000); SV40 large T antigen ATPase/helicase inhibition assay; higher % means a stronger effect; in the data active means a potency from the dose series; inconclusive means inhibition mostly from about 32% at the one dose, without a potency; inactive means the rest, 99 in 100 with inhibition below about 32%; further: strong numbers were not always called active
RSV antiviral HEp-2: RSV antiviral activity via CPE protection, HEp-2 cells, primary 10 µM value included (AID 2391). actives 0.13% (n = 310,000). CPE inhibition, % at 10 µM; hits with a dose series show IC50 in µM. HEp-2 cells, RSV-induced CPE inhibition; higher % means a stronger effect; in the data active means a potency from the dose series; inconclusive means CPE inhibition mostly from about 23% at the one dose, without a potency; inactive means the rest, 99 in 100 with CPE inhibition below about 21%; further: strong numbers were not always called active
West Nile antiviral: inhibition of WNV-induced cytopathic effect – cell-based, CPE readout (AID 1621). West Nile virus-infected cells, CPE inhibition; higher % means a stronger effect. CPE inhibition, % at 10 µM; hits with a dose series show IC50 in µM. actives 0.02% (n = 290,000); in the data active means a potency from the dose series; inconclusive means CPE inhibition mostly from about 3.7% at the one dose, without a potency; inactive means the rest, 99 in 100 with CPE inhibition below about 2.2%; further: strong numbers were not always called active
UTI89 phage lysis: inhibition of K1F phage lysis, E. coli UTI89, bacterial capsule biogenesis inhibitors, alamar blue (AID 488966); actives 0.02% (n = 340,000); inhibition, % at 100 µM, or IC50 in µM where a hit was titrated; E. coli UTI89 K1F phage lysis, alamar blue, 2 h; higher % means a stronger effect;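 active means phage lysis inhibition, versus mean bacterial control, above a set limit; inconclusive means no clear call, values can overlap the other calls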;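 further: capsule biogenesis inhibitors block K1F phage lysis so surviving cells raise fluorescence; higher fluorescence means more inhibition of phage lysis; actives were called in the ten point dose series up to 300 µM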
NTR1 agonist: NTR1-driven beta-arrestin-GFP spot formation – imaging, U2OS cells, high content, primary screen (AID 493036); actives 0.17% (n = 330,000); activation, % at 20 µM; P30989; agonist mode;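 active means activation at or above 40% of the spot to cytoplasm intensity ratio, with at least 20 cells analyzed; inconclusive means wells under 20 cells, flagged as cytotoxic or low count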;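 further: 0% = DMSO without peptide and 100% = 100 nM NTR1 peptide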
Target sequence (P30989 whole entry, looked up): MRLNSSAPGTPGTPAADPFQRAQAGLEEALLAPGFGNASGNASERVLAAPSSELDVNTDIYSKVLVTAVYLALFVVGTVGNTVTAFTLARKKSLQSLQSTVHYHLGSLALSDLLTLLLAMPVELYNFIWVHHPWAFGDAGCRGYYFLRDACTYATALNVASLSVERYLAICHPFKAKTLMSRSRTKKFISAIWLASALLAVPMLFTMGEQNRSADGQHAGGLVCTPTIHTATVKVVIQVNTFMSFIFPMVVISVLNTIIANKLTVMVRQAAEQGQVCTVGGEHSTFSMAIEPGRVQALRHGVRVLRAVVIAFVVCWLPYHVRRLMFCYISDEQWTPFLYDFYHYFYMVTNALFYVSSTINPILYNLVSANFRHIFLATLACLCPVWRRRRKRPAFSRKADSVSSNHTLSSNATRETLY
Dengue-2 NS5 capping: flavivirus cap methylation enzyme inhibition – biochemical, confirmation dose response, primary screen (AID 588689) | Dengue-2 NS5 methyltransferase capping enzyme assay, biochemical; higher % means a stronger effect | one-dose inhibition, % at 25 µM; IC50 in µM for titrated hits | actives 0.3% (n = 340,000); in the data active means a potency from the dose series; inconclusive means inhibition above about 29% without an active follow-up result
MgcRacGAP inhibition: MgcRacGAP GTPase-activating activity inhibitors, confirmation, biochemical, ADP Hunter fluorescence. MgcRacGAP-stimulated Rac1 GTP hydrolysis, ADP Hunter fluorescence; higher % means a stronger effect; GST-tagged Rac1 F28L mutant substrate. one-dose inhibition, % at 30 µM; IC50 in µM for titrated hits. actives 0.6% (n = 340,000);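 active means first-screen hits whose inhibition reached a set limit at any dose in the follow-up dose series; inconclusive means inhibition above the set first-screen limit but never retested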;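 further: fluorescence reports GDP produced by GAP-driven GTP hydrolysis; strong numbers were not always called active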
T cell modulator vesicle-bound %: recorded beside T cell modulator, whose call it bears; double positive events, %; measured here: CD8+ vesicle-bound cell fraction;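 binding gate set so that unloaded-vesicle control wells show 10% double positive cells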
NTR1 agonist cell count 20 µM: also measured in NTR1 agonist; calls as there; cell count; measured here: cell count, cytotoxicity flag
Dengue-2 NS5 capping pilot replicate: recorded beside Dengue-2 NS5 capping, whose call it bears; inhibition, %; measured here: pilot screen replicate inhibition
* = called active by the depositor; i = inactive; ? = inconclusive; . = not tested or not shown; [ ] = remark or other dose.

SMILES	Salmonella PhoP GFP	T cell modulator	T cell modulator vesicle-bound %	SV40 large T antigen	RSV antiviral HEp-2	West Nile antiviral	UTI89 phage lysis	NTR1 agonist	NTR1 agonist cell count 20 µM	Dengue-2 NS5 capping	MgcRacGAP inhibition	others
Cc1ccc(C2=NS(=O)(=O)N(C)C(C(=O)NCc3ccc4c(c3)OCO4)=C2)cc1	.	i	38	16%	-0.1%	-0.9%	-0.7%	0.0	77	-4%	-7%
CCN1CCN(c2cc(C(C)C)nc3c(-c4ccccc4)c(C)nn23)CC1	6%	i	20	28%	.	-0.7%	.	4.2	69	.	.
CCOc1ccc(-c2nnn(CC(=O)N3CCN(c4ccc(F)cc4)CC3)n2)cc1OCC	5%	i	45	2%	-0.9%	-0.1%	1.0%	0.1	63	-1%	11%
O=C1OCCC1Sc1nnc(-c2ccc3c(c2)OCO3)o1 (centres undefined)	-5%	i	39	8%	0.4%	-0.1%	-0.4%	3.0	33	-2%	10%
O=C(COC(=O)c1c(F)cccc1F)Nc1ccc2c(c1)OCO2	.	.	.	.	.	.	0.9%[50 µM]	-1.0	65	-4%	8%
Cc1cc(=O)[nH]c2n[nH]c(-c3ccccc3)c12	-18%	i	53	6%	-0.9%	0.0%	0.4%	-0.2	49	1%	18%
CCN=C1SC(C(=O)Nc2cccc(OCC)c2)CC(=O)N1CC (centres undefined)	-8%	i	10	12%	1.8%	-0.4%	3.5%	0.0	44	3%	7%
CC(C)OC(=O)CSc1nnc(CNc2cccc(Cl)c2)n1C	-4%	i	14	6%	-0.5%	0.7%	0.5%	-0.6	57	-4%	0%
CCOc1ccc(C2C([N+](=O)[O-])=C(C)N(C)C(=O)N2C)cc1OC (centres undefined)	-1%	i	35	8%	2.6%	-1.0%	0.5%	-0.1	39	-9%	1%
CCOCC(=O)Nc1nnc(COCC)s1	3%	i	22	6%	2.8%	.	0.1%	2.2	52	-6%	13%
CCC(C)N1CCN(C(=O)c2cc(OC)cc(OC)c2)CC1 (centres undefined)	7%	i	53	4%	0.2%	-0.7%	-2.0%	0.8	53	-1%	24%
Cc1cc(C)n2nc(C(=O)NC(c3ccccc3)c3ccccc3)nc2n1	-8%	i	35	7%	-1.5%	0.2%	-0.1%	0.4	63	0%	2%
C/C(CC(=O)Nc1cc(C)ccn1)=N\NC(=O)C(=O)NC(C)C	1%	i	65	6%	-1.0%	0.4%	.	0.2	46	.	.
CS(=O)(=O)Nc1cccc(C2=NN(S(=O)(=O)c3ccc(F)cc3)C(c3cccs3)C2)c1 (centres undefined)	-12%	i	9	8%	3.1%	-1.0%	-0.1%	1.2	50	-2%	3%
O=C(Nc1cccc2cccnc12)c1ccc2c(c1)OCCO2	-8%	i	43	11%	0.7%	-0.5%	1.8%	2.9	74	-2%	2%
O=C(CN1C(=O)NC2(CCCCCC2)C1=O)Nc1ccc(Cl)cc1Cl	.	i	40	.	.	.	0.3%[50 µM]	1.5	66	-11%	7%
COc1ccc(CN(C)CC(=O)Nc2sc3c(c2C#N)CCC3)c(OC)c1	-6%	i	52	7%	0.3%	-1.0%	-0.4%	3.5	41	-14%	7%
CCOc1ccc(S(=O)(=O)N2CCC(C(N)=O)CC2)c2ccccc12	-6%	i	29	-7%	1.0%	-0.3%	-2.6%	-3.5	79	-7%	-2%
CCc1nnc(NC(=O)CSc2nnc(COc3ccccc3C)o2)s1	-22%	i	29	8%	2.2%	0.9%	0.2%	0.7	78	-6%	9%
c1ccc2c(-c3nnc(SCc4cn5ccccc5n4)o3)c[nH]c2c1	1%	i	62	20%	0.5%	0.0%	-0.5%	0.1	36	0%	13%
C[C@H](CO)N1C[C@H](C)[C@@H](CN(C)CC2CCCCC2)Oc2ccc(NS(C)(=O)=O)cc2C1=O	.	i	2	.	.	.	1.0%	-0.6	68	-5%	4%
O=C(N/N=C/c1ccccc1[N+](=O)[O-])c1cnccn1	-2%	i	38	9%	.	0.3%	0.6%	0.8	50	-4%	10%
Cc1cccc(Nc2nc(N)c([N+](=O)[O-])c(N3CC(C)CC(C)C3)n2)c1 (centres undefined)	8%	i	45	11%	-1.6%	?	-1.6%[50 µM]	46*	43*	-8%	10%
Cc1cc(C)n2nc(SCCC(=O)NCc3ccccc3)nc2n1	2%	i	26	10%	0.1%	-0.3%	0.0%	1.5	60	4%	8%
O=C(NC(CO)C(=O)OCc1ccccc1)OCc1ccccc1 (centres undefined)	.	.	.	.	.	.	0.6%[50 µM]	0.7	64	7%	6%

The final two compounds of the section above come first, to join the parts:
SMILES	Salmonella PhoP GFP	T cell modulator	T cell modulator vesicle-bound %	SV40 large T antigen	RSV antiviral HEp-2	West Nile antiviral	UTI89 phage lysis	NTR1 agonist	NTR1 agonist cell count 20 µM	Dengue-2 NS5 capping	MgcRacGAP inhibition	others
Cc1cc(C)n2nc(SCCC(=O)NCc3ccccc3)nc2n1	2%	i	26	10%	0.1%	-0.3%	0.0%	1.5	60	4%	8%
O=C(NC(CO)C(=O)OCc1ccccc1)OCc1ccccc1 (centres undefined)	.	.	.	.	.	.	0.6%[50 µM]	0.7	64	7%	6%
CCN(Cc1ccccc1)S(=O)(=O)c1cc(C(=O)NCC2CCCCC2)ccc1OC	-2%	i	6	18%	14%	-1.4%	0.3%[50 µM]	7.8	67	0%	6%
CCOc1ccccc1N1C(=O)CC(Sc2nccc(C)n2)C1=O (centres undefined)	-4%	i	52	10%	1.6%	0.6%	0.9%	-0.4	46	-3%	2%	Dengue-2 NS5 capping pilot replicate=-3.6
O=C(CSc1nnc(NC(=O)c2ccco2)s1)Nc1ccccc1Cl	-6%	i	20	8%	0.9%	-0.1%	0.7%	0.1	49	1%	8%
CCCC(=O)Nc1ccc(C(=O)n2nnc3ccccc32)cc1	2%	i	37	1%	0.5%	0.5%	0.1%	2.9	72	-16%	7%
CCOc1ccc(C2=Nn3c(nnc3-c3cccnc3)SC2)cc1	-4%	i	30	-4%	-0.9%	0.2%	0.3%	1.6	75	-3%	4%	Dengue-2 NS5 capping pilot replicate=-5.3
CN(C(=O)CN1C(=O)S/C(=C\c2ccccc2)C1=O)C1CCS(=O)(=O)C1 (centres undefined)	-8%	i	8	15%	2.4%	-0.6%	0.4%	0.6	64	-1%	3%
CC(C)CC(NC(=O)C1CCC(=O)N1C(=O)OCc1ccccc1)C(=O)NC(Cc1ccccc1)C(N)=O (centres undefined)	3%	i	20	107%	0.1%	0.1%	-0.2%	1.3	29	-3%	10%
CCN(CC)c1ccc(NC(=O)CCCOc2cccc(C)c2)cc1	-6%	.	.	21%	.	-0.7%	-0.1%	-0.1	66	.	15%
O=C(NCc1ccccc1)C(=O)NCC1OCCN1S(=O)(=O)c1cccs1 (centres undefined)	2%	i	38	12%	1.7%	1.3%	2.8%	1.5	89	-2%	8%
Cc1ccc(-c2c(C(=O)N/N=C/C3CC=CCC3)nnn2-c2nonc2N)cc1 (centres undefined)	1%	i	13	-1%	0.5%	0.4%	0.1%	2.5	90	1%	7%
O=C(Nc1ccc(F)cc1)c1ccc2c(=O)n3c(nc2c1)CCCCC3	.	i	40	.	3.1%	-0.6%	5.8%	-2.8	46	3%	6%
c1ccc(-c2nnc(N3CCN(c4ccccn4)CC3)c3ccccc23)cc1	0%	i	54	14%	4.8%	1.0%	-0.1%	3.8	84	-5%	15%
CCCCNC(=O)c1onc(CSc2ccccc2CC)c1C(=O)O	4%	.	.	5%	20%	0.2%	-0.3%	1.4	34	6%	9%
N#CC1=C(N)Oc2cc(O)c(C=Nc3ccccc3)cc2C1c1ccccc1 (centres undefined)	-4%	i	25	12%	40%	-0.5%	-0.1%	1.9	59	-11%	8%
O=C(OCc1ccc(F)cc1)c1cc(=O)c2ccccc2o1	8%	i	28	5%	0.5%	0.0%	0.2%	0.1	51	-13%	5%
CCN(c1ccc(NC(=O)COC(=O)C(C)N=C2NS(=O)(=O)c3ccccc32)cc1)C(C)C (centres undefined)	.	.	.	.	.	.	0.2%[50 µM]	-0.5	69	-7%	29%
O=C(CSc1ncccc1C(=O)O)NC1CCCCC1	-5%	i	19	9%	7.2%	-0.5%	-0.2%	-0.4	54	-4%	-4%
Cc1nn(C(C)c2nc(-c3ccccc3)no2)c(C)c1[N+](=O)[O-] (centres undefined)	-5%	i	5	4%	2.1%	-0.3%	0.6%	1.1	44	-5%	8%
COc1ccccc1N1CCN(C(=O)Nc2cccc(Cl)c2)CC1	-6%	i	11	4%	7.5%	-1.0%	3.7%	-0.8	54	2%	9%
CC(Oc1cccc(Cl)c1)C(=O)NNC(=O)c1cccnc1 (centres undefined)	.	i	54	.	.	.	-2.9%	-0.7	62	-3%	13%
O=C(NNC(=S)NC1CC2C=CC1C2)c1cccnc1 (centres undefined)	-9%	i	36	9%	.	0.4%	.	-1.1	47	.	.
FC(F)(F)c1cc(Cl)c2nnc(-c3cccnc3)n2c1	1%	i	42	7%	2.1%	0.0%	3.2%	0.2	53	-2%	-3%
Cn1c(-c2ccc(N)cc2)nc2ccccc21	14%	i	40	10%	1.6%	0.1%	0.9%	-0.9	43	5%	14%
CC(C)NC(=O)NC(=O)CSc1nnc(COc2ccccc2Cl)o1	-2%	i	48	3%	2.5%	-0.1%	0.1%	0.1	64	-6%	1%
CC(C)NC(=O)c1ccc(S(=O)(=O)N(C)C)cc1	5%	i	11	-4%	0.9%	0.0%	-0.6%	1.1	43	-152%	-1%
CCc1cccc(C)c1NC(=O)c1ccc(CN2CCc3ccccc3C2)cc1	-4%	i	40	5%	14%	-1.0%	3.3%[50 µM]	2.2	48	-3%	-21%
Cc1ccc2nc(C3CCCN(C(=S)Nc4cccc(C)c4C)C3)[nH]c2c1 (centres undefined)	-3%	i	24	5%	2.0%	-0.1%	i	2.4	53	-1%	4%
CN1CCN(NC(=O)CN(C)S(=O)(=O)c2cc(Cl)ccc2Cl)CC1	2%	i	40	3%	-0.7%	0.2%	3.2%	0.1	90	10%	5%
O=C(NCc1cccnc1)c1ccccn1	-5%	i	48	12%	0.8%	0.3%	0.8%	2.9	82	6%	3%	Dengue-2 NS5 capping pilot replicate=1.1
Cc1oc2cc3oc(=O)c(CCC(=O)NCCCC(=O)O)c(C)c3cc2c1C	2%	i	32	6%	1.9%	-0.6%	-0.2%[50 µM]	-0.7	50	8%	11%

Screening data as filed in PubChem BioAssay.
